# Peg3 promoter: Peg3 promoter-driven luciferase inhibitors, primary screen, cell-based, HeLa, luciferase luminescence; actives 1.7% (n = 360,000); HeLa PEG-Prom luciferase reporter, overnight; AID 588405, 2011; inhibition, % at 20 µM;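 active means inhibition of at least 50% at 20 µM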
# TWEAK Fn14 block: inhibitors of TWEAK-Fn14 signaling, primary screen, luciferase reporter cells, uHTS; TWEAK-stimulated Fn14 reporter cells, luciferase luminescence, 8 h; inhibition, % at 10 µM; actives 2% (n = 360,000); in the data active means inhibition above about 50%
# NR2E3 ag-1: NR2E3 agonists in two-hybrid cells, primary screen, cell-based, luminescence, CHO-S, Gal4-NCOR/VP16-NR2E3; Photoreceptor-specific nuclear receptor (Homo sapiens), Q9Y5X4; luciferase; inhibition of corepressor binding, % at 3.98 µM; actives 0.35% (n = 360,000); AID 602229, 2012;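 active means inhibition above the mean of all tested compounds plus 3 SD, cut at about 70% in these data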;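 further: 0% = DMSO with NR2E3 transfected cells and 100% = cells lacking NR2E3 construct; higher means lower luciferase signal from less NR2E3 corepressor binding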
# Target sequence (Q9Y5X4 whole entry, looked up, the tested form may be a part): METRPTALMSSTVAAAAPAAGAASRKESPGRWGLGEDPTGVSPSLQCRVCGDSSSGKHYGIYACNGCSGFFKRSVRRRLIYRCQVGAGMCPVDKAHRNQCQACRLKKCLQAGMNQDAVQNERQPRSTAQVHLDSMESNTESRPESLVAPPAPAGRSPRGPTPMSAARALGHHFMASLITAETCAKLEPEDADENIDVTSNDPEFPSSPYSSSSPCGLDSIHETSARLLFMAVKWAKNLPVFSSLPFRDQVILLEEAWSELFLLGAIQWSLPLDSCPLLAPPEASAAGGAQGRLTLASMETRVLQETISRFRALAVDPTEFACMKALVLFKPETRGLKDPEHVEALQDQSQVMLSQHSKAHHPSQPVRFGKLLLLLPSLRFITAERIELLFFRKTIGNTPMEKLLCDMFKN
# Shn3 3UTR inh: reduction of Shn3 3'UTR firefly luciferase signal, primary screen, Schnurri-3 inhibitor project, cell-based, Clone20 osteoblasts, set 2. Clone20 osteoblast Shn3 3'UTR firefly luciferase, 24 h. inhibition, % at 12.5 µM. actives 0.52% (n = 360,000);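 active means mean inhibition of at least 75% with every replicate also reaching 75%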;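 further: 0% = median of neutral control wells and 100% = pilot-screen positive control compound; some compounds past the cut are filed as inactive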
# TRAIL sens C8: viability loss with TRAIL in NB7+C8 cells, primary screen, TRAIL sensitizer project, cell-based, ATPlite luminescence; inhibition (viability loss, TRAIL sensitization), % at 10 µM; actives 1% (n = 360,000);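 active means compounds causing at least 50% loss of cell viability in the single-dose screen, relative to plate controls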
# TRPM1 prom inh: inhibitors of MITF-dependent TRPM1 promoter reporter, primary screen, cell-based, SK-MEL-5, single point, luciferase | actives 0.83% (n = 330,000) | AID 488899, 2010 | inhibition, % at 12.5 µM | SK-MEL-5 TRPM1 promoter luciferase, 24 h;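 active means mean inhibition across replicates of 60% or more, whatever share of single replicates reaches that level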; further: values of inactives mirror those of a sister screen read the other way
# TROY signal inh: inhibitors of TROY-driven NF-kB signaling, primary screen, Q293 LMP1-TROYcd cells, NF-kB luciferase, uHTS | inhibition, % at 10 µM | Q293 LMP1-TROYcd NF-kB luciferase reporter, 4 h | actives 0.98% (n = 360,000) | AID 1347056, 2019;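 active means compounds whose plate-normalised and pattern-corrected inhibition of the luciferase reporter signal at the single screening dose is 50% or more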
# CF NFkB inh: inhibitors of PAF-induced NF-kB signaling, primary screen, cell-based, GFP fluorescence, uHTS. actives 0.86% (n = 360,000). AID 588850, 2011. KKLEB NF-kB-GFP reporter, GFP fluorescence overnight. inhibition, % at 5 µM;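 active means at least 50% inhibition at 5 µM, scaled per plate between neutral and stimulator controls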;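 further: PAF is a Pseudomonas aeruginosa culture filtrate used as stimulus; plate controls were PAF-stimulated DMSO wells for no effect and unstimulated DMSO wells for full effect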
# KKLEB tox: cytotoxicity in KKLEB CF airway cells, primary screen, cytotoxicity control for CF NF-kB inhibitor project, cell-based, uHTS, fluorescence assay plates. KKLEB CF airway cells viability, ATPlite luminescence, overnight; hits give low values; cells stimulated with P. aeruginosa culture filtrate. activity change (cytotoxicity), % at 5 µM. actives 0.36% (n = 360,000). AID 602141, 2011;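 active means corrected activity change at or below -50% at 5 µM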
# NR2E3 ag-2: inhibitors of NR2E3-RetCOR corepressor binding, primary screen, NR2E3 agonist project, biochemical, TR-FRET, GST-NR2E3, biotin-RetCOR; AID 2300, 2010; inhibition of corepressor binding, % at 4.78 µM; actives 0.12% (n = 320,000); Photoreceptor-specific nuclear receptor (Homo sapiens), Q9Y5X4; 1536-well;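 active means percent inhibition above the cutoff of mean plus 3 SD of all tested compounds, set per screening campaign, cut at about 20% in these data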;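 further: 0% = DMSO wells and 100% = biotin wells as full block of FRET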
#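 Test system – NR2E3–RetCOR corepressor complex · Quantity – NR2E3 fusion 1.35 nM · Buffer or medium – Tris pH 7.5 · Incubation – Compound–protein incubation for 5 h at 4 °C · Technique – TR-FRET, Eu(K)-anti-GST donor, streptavidin-D2 acceptor, ex 340, em 617/671 nm · Evaluation – percent inhibition of 671/617 nm emission ratio versus biotin and DMSO controls · Plate – 1536-well format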
# HIF-2a inh: HIF-2a reporter inhibitors, primary screen, luminescence, 786-0 RCC cells. 786-0 RCC cells HIF-2a reporter, luciferase luminescence, overnight. inhibition, % at 18.8 µM. actives 0.72% (n = 360,000). AID 624352, 2012;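 active means inhibition of the luminescence signal of 40% or more relative to plate controls, in a single-dose primary screen at 18.75 µM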
# An asterisk follows results filed as active; nt = not tested or not shown.
SMILES,Peg3 promoter,TWEAK Fn14 block,NR2E3 ag-1,Shn3 3UTR inh,TRAIL sens C8,TRPM1 prom inh,TROY signal inh,CF NFkB inh,KKLEB tox,NR2E3 ag-2,HIF-2a inh
Cc1cc(NC(=O)c2cc(-c3ccccc3Cl)nc3ccccc23)no1,10,10,-15,-22,-9,11,-6,-11,-1,-6,13
COc1ccc(-c2nnc(-c3ccc(N)cc3)o2)cc1,-377,-15,-109,-61,29,-36,-37,-32,-10,4,-232
CCn1nc(C)cc1-c1nnc(SCC(=O)Nc2ccccc2)n1CCCOC,11,7,20,7,0,2,-4,0,3,-7,16
O=C(CSc1nnc(-c2cccnc2)n1Cc1ccco1)c1ccc2ccccc2c1,4,-6,-16,18,1,5,-1,2,-2,2,12
O=C(C1COc2ccccc2O1)N1CCn2c(nc3ccccc32)C1 (configuration not stated),0,11,-1,-10,11,5,4,5,0,1,6
CCC(C)NC(=O)CSc1nc2ccccc2c(=O)n1-c1c(C)n(C)n(-c2ccccc2)c1=O (configuration not stated),22,0,-11,2,-18,0,10,-1,3,4,14
O=C(O)c1ccc2c(c1)ncn2C1CCCC1,-78,2,1,-54,20,-24,-26,5,1,-3,-108
Cc1ccc(C2c3[nH]c4ccccc4c3C[C@H]3C(=O)N(c4ccccc4C(=O)N4CCC[C@H]4C(=O)O)C(=O)N23)cc1 (some centres not stated),10,-14,-14,2,-1,21,13,-8,11,0,5
O=C(c1cc(C2CC2)nn1-c1ccccc1)N1CCN(S(=O)(=O)c2ccccc2)CC1,31,-5,-7,6,5,13,4,10,-4,nt,26
CCOC(=O)Nc1ccc2c(C)cc(=O)oc2c1,-223,1,-85,-50,-22,-111,-36,-9,1,5,-316
CNS(=O)(=O)c1cccc(C(=O)NCC(c2cccs2)N(C)C)c1 (configuration not stated),9,-10,-7,8,-19,14,10,4,-7,-5,6
O=C(Cc1ccccc1)NCCN1CCCC1,5,-16,6,-5,20,-10,17,-1,8,0,8
CC1=NN(C(C#N)c2ccccc2C)C(C)(C)C1 (configuration not stated),1,0,-3,16,21,-1,2,-9,16,5,9
C=CCn1c(CNC(=O)CCC)nc2ccccc21,-3,-16,-2,-19,0,4,-9,0,0,2,1
CSCC[C@H](NC(=O)c1ccco1)c1nnc2ccccn12,-2,4,4,4,-12,3,4,28,-9,3,-2
Cc1cc(NC(=O)CN(C)CC(=O)Nc2ccc(F)c(F)c2F)no1,9,2,11,-1,-13,-1,14,-22,9,0,5
CCC(C(=O)NCC1CCCO1)N(Cc1ccccc1)C(=O)CNS(=O)(=O)c1ccccc1 (configuration not stated),7,2,-12,-7,8,-5,1,-7,5,3,17
COc1ccc(/C=C/C(O)=C2/C(=O)NC3(C)CC2c2ccccc2O3)c(OC)c1OC (configuration not stated),34,39,10,-2,-15,27,14,14,0,-5,36
CCCCn1nnnc1NCc1ccc(OC)c(OC)c1OC,10,-11,-3,8,3,11,9,7,6,-3,29
Cc1ccc2[nH]cc(CCNC(=O)C3CCCO3)c2c1 (configuration not stated),3,0,-12,-7,-9,8,-14,3,-6,1,-3
COc1ccc(C(=O)N2CCN=C2SCc2cccnc2)cc1OC,1,21,17,-1,-12,2,-1,10,-6,7,1
Cc1ccc(N=C2NC(=O)CS2)c(C)c1,9,101*,-31,7,-15,-6,nt,-10,-5,5,13
Cc1ccc(NS(=O)(=O)c2c(C)[nH]c(C)c2C(=O)N2CCCC2)cc1,-1,-1,-8,-7,2,2,0,-9,13,1,5
O=C(Nc1cccc2cccnc12)c1ccccc1Cl,-82,-26,-40,-32,14,nt,-29,-16,0,0,-139
Cn1c(=O)c2c(nc(N/N=C/c3ccc(OC(=O)c4ccco4)cc3)n2Cc2ccccc2)n(C)c1=O,23,35,5,52,16,-1,29,-59,8,4,4
CCOC(=O)C(NC(=O)Nc1ccc(F)cc1F)(Oc1ccc(F)cc1)C(F)(F)F (configuration not stated),-13,20,0,-5,-7,1,5,-12,6,1,15
Cc1cc(C)c(NC(=O)C2CCCCN2C)c(C)c1 (configuration not stated),1,-3,-10,14,-8,9,2,7,5,4,-6
CC(=O)c1ccc(NC(=O)C2CCCN(S(=O)(=O)c3ccc(-n4cnnn4)cc3)C2)cc1 (configuration not stated),-39,19,-12,-14,7,-13,-6,-2,11,-1,-1
O=C(NC1CCS(=O)(=O)C1)C1CCCC1 (configuration not stated),14,-1,-16,-16,-16,5,3,-25,13,2,12
CC1Cc2ccccc2N1C(=O)Cn1nnc(-c2ccccc2NC(=O)C2CCC2)n1 (configuration not stated),25,45,11,21,16,6,59*,-7,1,-4,4
CCOC(=O)c1ccccc1NC(=O)COC(=O)CCC(=O)c1ccc(C)cc1,-33,-11,5,-5,-9,-6,-15,17,-7,-1,-19
CC(C)(C)n1nnnc1C(c1ccccc1)N1CCN(c2ccc(C(F)(F)F)cn2)CC1 (configuration not stated),nt,2,-6,nt,9,nt,0,nt,nt,nt,14
COc1ccccc1Cn1c(=S)[nH]c2cc(C(=O)NCCCN3CCOCC3)ccc2c1=O,7,7,10,15,10,-3,5,5,4,1,-5
CC(NC(=O)c1ccccc1SCC(=O)N1CCCC1)c1ccccc1 (configuration not stated),13,7,-4,6,15,8,6,7,10,1,6
COc1ccc(Cc2nnc(SC)[nH]c2=O)cc1OC,10,1,-12,1,-1,2,-6,16,-1,-1,4
CCCCN(C(=O)CSc1nnc(-c2ccccc2)o1)c1c(N)n(CCC)c(=O)[nH]c1=O,-9,-5,-40,-24,-3,-3,-19,12,-24,-3,0
O=C(O)c1ccc(CSc2nc3ccccc3c(=O)n2-c2ccccc2)cc1,-2,1,-7,9,6,12,7,-10,0,2,16
CCN(C(=O)/C=C/c1ccc(OC)cc1)C1CCS(=O)(=O)C1 (configuration not stated),10,-15,-3,-1,-2,-2,-7,15,-19,-2,4
CCOc1ccc(CCNC(=O)c2ccccc2OCc2c(C)noc2C)cc1OCC,-2,-8,-13,14,-8,3,4,14,-6,-3,5
CCOc1ccc(/C=N/Nc2cc(=O)n(C)c(=O)n2C)cc1,-13,-2,-25,0,-7,6,13,-16,-1,2,-16
COc1ccc(NC(=O)CSc2nccn2Cc2ccc(F)cc2)c(OC)c1,11,-4,6,14,-21,4,-10,3,4,1,-12
CCOCCCNC(=S)N1CCC(NC(=O)c2ccco2)CC1,13,-9,17,-7,-1,-3,-4,1,0,3,8
Cn1c(SCC(N)=O)nnc1-c1cnccn1,4,12,-12,6,-8,-6,-8,-4,5,4,15
CN(CCC1CCOCC1)C(=O)c1cc(COc2c(F)cccc2F)on1,-53,-27,-49,-8,-10,-26,-12,17,-2,-6,-97
C[C@@H]1CC(=O)[C@H]2CC(CO)=CCC[C@@H]2[C@@]1(C)CC/C(=C/CO)CO,6,-10,-7,7,22,10,-7,10,7,-1,9
CCOC(=O)Cn1c(=NC(=O)CSC(C)=O)sc2cc(F)ccc21,6,13,-20,-1,10,20,6,-7,3,8,-4
Cc1ccc(N=Cc2nc(-c3ccco3)oc2O)cc1,-72,7,-31,-29,25,-107,-92,11,-19,-1,-130

# At a glance, part of the list above:
SMILES,Peg3 promoter,TWEAK Fn14 block,NR2E3 ag-1,Shn3 3UTR inh,TRAIL sens C8,TRPM1 prom inh,TROY signal inh,CF NFkB inh,KKLEB tox,NR2E3 ag-2,HIF-2a inh
COc1ccccc1Cn1c(=S)[nH]c2cc(C(=O)NCCCN3CCOCC3)ccc2c1=O,7,7,10,15,10,-3,5,5,4,1,-5
CC(NC(=O)c1ccccc1SCC(=O)N1CCCC1)c1ccccc1 (configuration not stated),13,7,-4,6,15,8,6,7,10,1,6
COc1ccc(Cc2nnc(SC)[nH]c2=O)cc1OC,10,1,-12,1,-1,2,-6,16,-1,-1,4
CCCCN(C(=O)CSc1nnc(-c2ccccc2)o1)c1c(N)n(CCC)c(=O)[nH]c1=O,-9,-5,-40,-24,-3,-3,-19,12,-24,-3,0
O=C(O)c1ccc(CSc2nc3ccccc3c(=O)n2-c2ccccc2)cc1,-2,1,-7,9,6,12,7,-10,0,2,16
CCN(C(=O)/C=C/c1ccc(OC)cc1)C1CCS(=O)(=O)C1 (configuration not stated),10,-15,-3,-1,-2,-2,-7,15,-19,-2,4
CCOc1ccc(CCNC(=O)c2ccccc2OCc2c(C)noc2C)cc1OCC,-2,-8,-13,14,-8,3,4,14,-6,-3,5
CCOc1ccc(/C=N/Nc2cc(=O)n(C)c(=O)n2C)cc1,-13,-2,-25,0,-7,6,13,-16,-1,2,-16
COc1ccc(NC(=O)CSc2nccn2Cc2ccc(F)cc2)c(OC)c1,11,-4,6,14,-21,4,-10,3,4,1,-12
CCOCCCNC(=S)N1CCC(NC(=O)c2ccco2)CC1,13,-9,17,-7,-1,-3,-4,1,0,3,8
Cn1c(SCC(N)=O)nnc1-c1cnccn1,4,12,-12,6,-8,-6,-8,-4,5,4,15
CN(CCC1CCOCC1)C(=O)c1cc(COc2c(F)cccc2F)on1,-53,-27,-49,-8,-10,-26,-12,17,-2,-6,-97
C[C@@H]1CC(=O)[C@H]2CC(CO)=CCC[C@@H]2[C@@]1(C)CC/C(=C/CO)CO,6,-10,-7,7,22,10,-7,10,7,-1,9
CCOC(=O)Cn1c(=NC(=O)CSC(C)=O)sc2cc(F)ccc21,6,13,-20,-1,10,20,6,-7,3,8,-4
Cc1ccc(N=Cc2nc(-c3ccco3)oc2O)cc1,-72,7,-31,-29,25,-107,-92,11,-19,-1,-130

# Whole records, quoted from the list:
# Listed for CCCCN(C(=O)CSc1nnc(-c2ccccc2)o1)c1c(N)n(CCC)c(=O)[nH]c1=O = Peg3 promoter: -9; TWEAK Fn14 block: -5; NR2E3 ag-1: -40; Shn3 3UTR inh: -24; TRAIL sens C8: -3; TRPM1 prom inh: -3; TROY signal inh: -19; CF NFkB inh: 12; KKLEB tox: -24; NR2E3 ag-2: -3; HIF-2a inh: 0
# Listed for CCOc1ccc(/C=N/Nc2cc(=O)n(C)c(=O)n2C)cc1 = Peg3 promoter: -13; TWEAK Fn14 block: -2; NR2E3 ag-1: -25; Shn3 3UTR inh: 0; TRAIL sens C8: -7; TRPM1 prom inh: 6; TROY signal inh: 13; CF NFkB inh: -16; KKLEB tox: -1; NR2E3 ag-2: 2; HIF-2a inh: -16

# Compound activity from PubChem.

# Only part of the results is shown, so the mix of outcomes need not match the whole.
